GALR2 blocker = antagonists of human galanin receptor 2 (GALR2) | inhibition, % at 4 µM | GALR2-expressing cells, antagonist mode | O43603 | actives 0.39% (n = 140,000); in the data active = inhibition above about 27%;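 also: cells stimulated with galanin 1-16 at roughly its EC80; 0% = agonist challenge control and 100% = basal control without agonist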
Target sequence (O43603 whole entry, looked up): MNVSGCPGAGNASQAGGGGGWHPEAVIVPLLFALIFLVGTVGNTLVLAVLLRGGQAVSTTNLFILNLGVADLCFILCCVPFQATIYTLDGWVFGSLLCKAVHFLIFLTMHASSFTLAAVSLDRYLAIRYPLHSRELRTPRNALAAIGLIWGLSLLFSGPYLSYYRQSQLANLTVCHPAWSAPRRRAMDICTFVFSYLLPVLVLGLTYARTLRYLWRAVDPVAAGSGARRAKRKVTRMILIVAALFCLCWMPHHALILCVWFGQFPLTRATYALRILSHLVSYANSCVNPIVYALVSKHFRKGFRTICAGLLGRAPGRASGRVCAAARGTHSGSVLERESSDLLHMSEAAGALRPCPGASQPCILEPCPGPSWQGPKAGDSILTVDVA
NPY-Y2 antag = NPY-Y2 (human) receptor antagonism. NPY-Y2 expressing cells, antagonist mode. AID 793. inhibition, % at 2.7 µM. P49146. actives 0.99% (n = 140,000); in the data active = inhibition above about 17%;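 also: 0% = vehicle with agonist challenge and 100% = reference antagonist with challenge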
Target sequence (P49146 whole entry, looked up): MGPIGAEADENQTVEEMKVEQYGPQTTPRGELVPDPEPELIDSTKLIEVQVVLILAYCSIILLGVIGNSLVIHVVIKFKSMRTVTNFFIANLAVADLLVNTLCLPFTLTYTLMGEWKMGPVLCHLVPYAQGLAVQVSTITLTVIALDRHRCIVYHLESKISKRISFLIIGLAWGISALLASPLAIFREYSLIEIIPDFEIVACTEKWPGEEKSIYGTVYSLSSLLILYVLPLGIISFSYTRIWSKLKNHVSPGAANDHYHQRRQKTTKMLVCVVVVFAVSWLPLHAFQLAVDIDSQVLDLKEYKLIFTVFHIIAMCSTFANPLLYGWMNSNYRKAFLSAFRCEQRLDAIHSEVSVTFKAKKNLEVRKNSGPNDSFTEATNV
PTEN del growth = suppresses growth of cells with PTEN deletion. actives 1.2% (n = 140,000). AID 827. viability, % at 10 µM. HCT116 PTEN-null viability, CellTiter-Glo, 60 h; active compounds read low;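 active = viability at or below a set limit, 4 SD under the median of all tested compounds, cut at about 3.7% in these data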;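 also: PTEN knockout HCT116 line with beta catenin targeted HCT116 as companion control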
Phagocytosis inh = blocks phagocytosis by macrophages | J774A.1 macrophage IgG-bead phagocytosis, imaging | inhibition, % at 5 µM | actives 0.07% (n = 110,000) | AID 1029;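 active = inhibition above the mean of the plate negative controls plus 5 SD, cut at about 13% in these data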;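 also: phagocytic index as fraction of beads internalized from green versus red external bead signal; plate controls were DMSO negative control for no effect and cytochalasin-D positive control for full effect; some results beyond the cut were filed as inactive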
Yeast lifespan up = extends the lifespan of yeast. S. cerevisiae growth with nicotinamide, OD615; deaD strain in restrictive glucose medium. actives 0.68% (n = 130,000). inhibition of the nicotinamide effect, % at 10 µM;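 active = inhibition above a set limit, placed 3 SD over the median of all compounds, cut at about 26% in these data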;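 also: 0% = nicotinamide-treated wells and 100% = cells grown without nicotinamide; some compounds called inactive have numbers as strong as hits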
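Test system – modified budding yeast, DeaD strain · Compound – single dose 10 µM compound, 0.25% DMSO · Times – culture preincubation 4 h, compound exposure 48 h, both 30 °C · Detection – optical density (absorbance) at 615 nm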
bCat KO growth = beta-catenin-lacking colon tumor cell growth suppression | HCT116 beta-catenin knockout viability, CellTiter-Glo, 60 h; active compounds read low | viability, % at 10 µM | actives 1.5% (n = 140,000);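 active = viability at or under a set limit, the compound median less 4 SD, cut at about 6% in these data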;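 also: 0% = Hyamine 1622 control at 20 µM and 100% = untreated cell control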
E-sel TNF inh = TNF alpha driven E-selectin expression inhibition; AID 1246; HUVEC TNFa-induced E-selectin immunofluorescence, high content; inhibition, % at 2 µM; actives 0.71% (n = 120,000);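 active = inhibition above the batch mean plus 3 SD, and confirmed as a hit on visual image review, cut at about 43% in these data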;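 also: 0% = TNF-stimulated DMSO wells and 100% = unstimulated control wells; not every result past the cut was called active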
Measles CPE = protection of cells from measles virus; protection (pct of control), % at 4 µM; AID 841; actives 1.5% (n = 140,000); Measles virus-infected cells, CPE protection, absorbance; in the data active = protection mostly above about 24%, no sharp cut-off; inactive = mostly below about 26%; also: some compounds called inactive have numbers as strong as hits
MRP1 act = MRP-1 activation; actives 0.61% (n = 140,000); H69AR cells + doxorubicin, viability rescue, CellTiter-Glo; viability increase, % at 10 µM;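 active = viability gain under doxorubicin at or above a set limit, the compound median plus 3 SD, cut at about 4.7% in these data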;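 also: MRP-1 overexpressing cells given doxorubicin 25 µM after compound pretreatment; 18-22 h compound pretreatment then 72 h with doxorubicin before readout; 0% = doxorubicin-only wells and 100% = vehicle-treated cells without doxorubicin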
Yeast growth inh = reduces growth of yeast BB579 in restrictive medium. actives 0.51% (n = 140,000). AID 804. S. cerevisiae BB579 growth, OD615, 48 h. inhibition, % at 10 µM;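 active = inhibition above a set limit, 3 SD over the mean compound inhibition, cut at about 44% in these data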; also: inactives centre near -24
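Test system: Saccharomyces cerevisiae DeaD strain BB579, replicative lifespan model yeast | Buffer or medium: Restrictive CSMM-D medium | Doses: One dose, 10 µM compound with 0.25% DMSO | Incubation: 48 h exposure, 30 °C | Detection: Culture absorbance at 615 nm | Control set: Amphotericin B at 10 µg/mL as positive control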
* marks the source's active call; other numbers are inactive results; / = no result given.

SMILES | GALR2 blocker | NPY-Y2 antag | PTEN del growth | Phagocytosis inh | Yeast lifespan up | bCat KO growth | E-sel TNF inh | Measles CPE | MRP1 act | Yeast growth inh
Cc1cc(C)nc(Sc2ccc3nnnn3n2)n1 | 17 | -2 | 99 | 1 | -2 | 93 | -11 | 5 | 0.2 | -43
O=C(CSc1nnc(Cc2cc(=O)[nH]c(=O)[nH]2)n1-c1ccc(Cl)cc1)NCC1CCCO1 (centres undefined) | 3 | 5 | 93 | 0 | 0 | 97 | / | 14 | -3.1 | -2
O=c1nc(NCc2ccco2)sc2ncccc12 | -2 | 0 | 89 | -4 | -15 | 96 | -20 | 7 | -1.5 | -21
Nc1nnc(SCC(=O)Nc2ccccc2N2CCOCC2)s1 | 19 | 1 | 80 | 0 | -16 | 93 | -10 | 36 | -3.1 | -57
CCN(CC)C(=O)C1CC(=O)N(c2ccc(OC)cc2)C1c1ccc(OC)cc1 (centres undefined) | 3 | 1 | 74 | / | -2 | 79 | 1 | 4 | -3.7 | -34
Cc1c(NC(=O)c2cccc(NC(=O)c3ccco3)c2)cccc1C(=O)O | 7 | -1 | 90 | -3 | 1 | 91 | 12 | 11 | -0.5 | -57
Cn1nnc2cc(C(=O)Nc3cccnc3)ccc21 | -4 | -1 | 100 | -1 | -15 | 87 | 1 | 6 | -1.8 | -5
COc1cc2c(cc1OC)C(C1C(=O)CC(C)CC1=O)N(C(=O)CCl)CC2 (centres undefined) | 1 | 3 | 98 | -7 | -1 | 84 | / | 12 | -1.2 | 10
CCOC(=O)N1CCC(NC(=O)c2cccc3c2C(=O)N(CCOC)C3)CC1 | 3 | 5 | 110 | 0 | -3 | 103 | 3 | 1 | -1.2 | -26
COc1cccc(-c2nnc(SCC(N)=O)n2-c2ccc(Cl)cc2)c1 | 0 | 8 | 88 | 0 | -2 | 84 | 7 | 57* | -2.2 | -4
Cc1n[nH]c(C)c1S(=O)(=O)N(CC(=O)N1CCc2ccccc21)c1ccc(C(C)C)cc1 | -10 | 0 | 74 | 0 | -3 | 80 | -11 | 18 | -2.9 | -15
Nc1nc2n(n1)C(c1cccs1)CC(c1ccccc1)N2 (centres undefined) | 3 | 3 | 90 | 0 | -5 | 93 | 9 | 10 | -0.1 | -55
CC(C)OC(=O)CSc1nnc(-c2cccnc2)n1Cc1ccccc1 | -5 | 6 | 111 | -4 | -6 | 95 | 3 | 7 | -0.9 | -23
CCC(=O)N1c2ccccc2NC2=C(C(=O)CCC2)C1c1ccccc1 (centres undefined) | -13 | 2 | 97 | -1 | -4 | 100 | 0 | 13 | -1.1 | -20
COc1ccc(-n2cnc3cc(NCc4cccs4)ccc32)cc1 | -6 | 1 | 88 | 0 | -30 | 94 | 3 | 4 | -2.5 | -9
CCOC(=O)Cn1c(-c2cccnc2Cl)nc2cc(C)c(C)cc21 | 0 | 5 | 86 | -2 | -1 | 84 | -20 | 17 | -1.2 | -18
CSc1ccc(Cl)c(C(=O)NCC(C)C)c1 | 14 | 8 | 93 | -2 | -8 | 93 | -3 | 1 | -1.2 | -21
COc1ccc(C2(O)CCN(C(=O)c3ccc4c(c3)OCO4)CC2)cc1 | 16 | 0 | 94 | 0 | -2 | 94 | -68 | 14 | -2.6 | -21
CCOC(=O)/C(C#N)=C\c1ccc(N2CCN(C/C=C/c3ccccc3)CC2)cc1 | -1 | 9 | 51 | -6 | -8 | 52 | 8 | 8 | 1.5 | -2
COc1ccc(C2CC(c3ccc4ccccc4c3)=NN2C(=O)CSc2ncccn2)cc1 (centres undefined) | -18 | 8 | 56 | -3 | 12 | 68 | -24 | 10 | -0.7 | -47
CCN1C(=O)c2ccc(C(=O)NCc3ccc4c(c3)OCO4)cc2C1=O | -2 | 3 | 99 | / | / | 89 | -13 | 8 | 0.7 | -13
FC(F)(F)c1cccc(NC(=S)NC2CCCC2)c1 | 8 | 3 | 78 | -4 | -2 | 97 | -40 | 14 | -4.8 | -24
Cc1nc2ccccc2n1CC(=O)NCCN1CCOCC1 | -3 | -1 | 88 | / | / | 86 | -62 | 8 | -0.3 | -25
CCCCn1c(SCc2nnc(-c3ccccc3)o2)nc2c1c(=O)n(C)c(=O)n2C | -2 | 4 | 39 | 1 | -16 | 44 | 0 | 19 | -0.5 | -10
CC(=O)Nc1cccc(C(=O)Oc2cccc(C)c2)c1O | 4 | 2 | 104 | -4 | -27 | 102 | -7 | 0 | -1.2 | -51

Molecules listed so far that contain an NH in an aromatic ring (2):
SMILES | GALR2 blocker | NPY-Y2 antag | PTEN del growth | Phagocytosis inh | Yeast lifespan up | bCat KO growth | E-sel TNF inh | Measles CPE | MRP1 act | Yeast growth inh
O=C(CSc1nnc(Cc2cc(=O)[nH]c(=O)[nH]2)n1-c1ccc(Cl)cc1)NCC1CCCO1 (centres undefined) | 3 | 5 | 93 | 0 | 0 | 97 | / | 14 | -3.1 | -2
Cc1n[nH]c(C)c1S(=O)(=O)N(CC(=O)N1CCc2ccccc21)c1ccc(C(C)C)cc1 | -10 | 0 | 74 | 0 | -3 | 80 | -11 | 18 | -2.9 | -15

(cont.)
SMILES | GALR2 blocker | NPY-Y2 antag | PTEN del growth | Phagocytosis inh | Yeast lifespan up | bCat KO growth | E-sel TNF inh | Measles CPE | MRP1 act | Yeast growth inh
CC(C)(C)c1ccc(C2CC2C(=O)N/N=C\c2cc3ccccc3nc2Cl)cc1 (centres undefined) | 8 | 0 | 83 | / | -12 | 91 | -8 | 51* | 1.3 | -18
CC(C)c1nc2sc3c(NCc4ccco4)ncnc3c2c2c1COC(C)(C)C2 | -11 | -3 | 49 | 0 | -5 | 51 | / | 4 | -5.0 | -11
NS(=O)(=O)c1ccc(N2N=C(c3ccccc3)CC2c2ccccc2)cc1 (centres undefined) | -12 | 5 | 62 | -2 | 6 | 81 | -16 | 10 | -3.6 | -30
O=C(CN1C(=O)COc2ccccc21)NCc1ccccn1 | -2 | 1 | 100 | 1 | -7 | 102 | 3 | 8 | -2.4 | -7
CC(=O)c1ccc(N2CCN(C(=O)C3CCCN(S(=O)(=O)c4cnc[nH]4)C3)CC2)cc1 (centres undefined) | -5 | 1 | 97 | 0 | -3 | 93 | 13 | 4 | -1.5 | -12
CCN(CC)S(=O)(=O)c1ccc(N2CCCC2)c(C(=O)Nc2ccc(OC)c(Cl)c2)c1 | 4 | 7 | 90 | -5 | 0 | 94 | -2 | 24 | -2.6 | -18
CCCc1cc(-c2ccc(O)c(OCC)c2)c(C#N)c(N)n1 | -6 | 2 | 82 | -2 | -7 | 86 | -2 | 7 | -5.2 | -54
Cc1ccc(CC2CC(=O)N(c3nc4ccccc4n3C)C2=O)cc1 (centres undefined) | -7 | 4 | 97 | -1 | 1 | 98 | 19 | 10 | -0.7 | -6
CC1CC1C(=O)Nc1nc(-c2cccs2)c(-c2cccs2)s1 (centres undefined) | 3 | 10 | 64 | -2 | -5 | 64 | / | 17 | 0.3 | -34
CS(=O)(=O)Nc1cccc(C2=NN(C(=O)c3ccccc3Cl)C(c3ccccc3O)C2)c1 (centres undefined) | -2 | -3 | 85 | -3 | 2 | 80 | 9 | 18 | -1.7 | -60
Cc1ccc2c(CN3CCN(S(=O)(=O)/C=C/c4ccccc4)CC3)cc(=O)oc2c1 | 0 | 5 | 91 | -1 | 6 | 79 | / | 7 | -2.1 | -34
O=C(CC(NS(=O)(=O)c1ccc(Cl)cc1)c1ccco1)N1CCc2ccccc21 (centres undefined) | -8 | 0 | 100 | / | -10 | 94 | -8 | 22 | -1.6 | -15
CCOc1ccccc1C(=O)NC(CO)C(=O)O (centres undefined) | 5 | -2 | 100 | 0 | -6 | 91 | -13 | 8 | -0.1 | -67
O=C(NC1CCS(=O)(=O)C1)c1ccc(S(=O)(=O)NCC2CCCO2)cc1 (centres undefined) | -2 | 1 | 95 | 2 | -13 | 85 | -4 | 10 | -0.7 | -72
CC(=O)Nc1ccc(NC(=O)C(C)OC(=O)/C=C/c2cn(-c3ccccc3)nc2-c2cccnc2)cc1 (centres undefined) | 0 | -1 | 83 | 8 | 1 | 82 | -6 | 1 | -2.1 | -65
CCCCn1cc(C(=O)c2cc(Br)ccc2O)cc(C#N)c1=O | -3 | -1 | 47 | / | 3 | 49 | 11 | 16 | 2.4 | -30
O=C(O)c1cc(N/N=C/c2ccc(N3CCOCC3)s2)ccc1Cl | 5 | 0 | 103 | 1 | -4 | 100 | 55 | 3 | -0.8 | 6
O=C(Nc1ccc(NC(=O)c2ccco2)cc1)c1cnccn1 | 3 | 1 | 103 | 1 | -3 | 100 | / | 3 | -1.4 | -6
CC(C)(C)c1ccc(S(=O)(=O)NCC(=O)Nc2ccc(-c3nc4ccccc4s3)cc2)cc1 | -14 | 3 | 85 | -2 | -8 | 90 | 3 | 6 | -0.7 | -78
COc1ccc(-c2nn(-c3ccccc3)cc2C(=O)Nc2nccs2)cc1 | -12 | -1 | 60 | 0 | -16 | 72 | / | 3 | -0.8 | -28
COc1cccc(C(=O)N/N=C(/c2ccccc2)c2ccccn2)c1 | 0 | 1 | 1.9* | -2 | -9 | 5.0* | -2 | 6 | -2.1 | -47

Entries listed so far with an aryl thioether with sulfur outside any ring, in the order listed:
SMILES | GALR2 blocker | NPY-Y2 antag | PTEN del growth | Phagocytosis inh | Yeast lifespan up | bCat KO growth | E-sel TNF inh | Measles CPE | MRP1 act | Yeast growth inh
Cc1cc(C)nc(Sc2ccc3nnnn3n2)n1 | 17 | -2 | 99 | 1 | -2 | 93 | -11 | 5 | 0.2 | -43
O=C(CSc1nnc(Cc2cc(=O)[nH]c(=O)[nH]2)n1-c1ccc(Cl)cc1)NCC1CCCO1 (centres undefined) | 3 | 5 | 93 | 0 | 0 | 97 | / | 14 | -3.1 | -2
Nc1nnc(SCC(=O)Nc2ccccc2N2CCOCC2)s1 | 19 | 1 | 80 | 0 | -16 | 93 | -10 | 36 | -3.1 | -57
COc1cccc(-c2nnc(SCC(N)=O)n2-c2ccc(Cl)cc2)c1 | 0 | 8 | 88 | 0 | -2 | 84 | 7 | 57* | -2.2 | -4
CC(C)OC(=O)CSc1nnc(-c2cccnc2)n1Cc1ccccc1 | -5 | 6 | 111 | -4 | -6 | 95 | 3 | 7 | -0.9 | -23
CSc1ccc(Cl)c(C(=O)NCC(C)C)c1 | 14 | 8 | 93 | -2 | -8 | 93 | -3 | 1 | -1.2 | -21
COc1ccc(C2CC(c3ccc4ccccc4c3)=NN2C(=O)CSc2ncccn2)cc1 (centres undefined) | -18 | 8 | 56 | -3 | 12 | 68 | -24 | 10 | -0.7 | -47
CCCCn1c(SCc2nnc(-c3ccccc3)o2)nc2c1c(=O)n(C)c(=O)n2C | -2 | 4 | 39 | 1 | -16 | 44 | 0 | 19 | -0.5 | -10

High-throughput results as filed in PubChem BioAssay.
